# From PubChem BioAssay
# HSP90 inh: HSP90 inhibitors, primary screen, cell lysate, luminescence | AID 1789, 2009 | Heat shock protein HSP 90 (rabbit reticulocyte lysate; luciferase refolding) | hit rate 0.91% among 290,000 | inhibition, % at 5.6 µM | Rabbit reticulocyte lysate, luciferase refolding luminescence, 3 h;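 active = inhibition above the screen-wide mean plus 3 SD, computed separately per campaign, cut at about 16% in these data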;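 note: 0% = DMSO wells and 100% = 60 µM geldanamycin wells; inhibitors lower the luminescence because luciferase stays unfolded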
# IEC-6 tox: cytotoxicity in IEC-6 intestinal epithelial cells, primary screen, cytotoxicity control for KLF5 inhibitor project, cell-based, luminescence; AID 1825, 2009; inhibition, % at 5 µM; hit rate 0.78% among 290,000; IEC-6 cytotoxicity, luminescence viability; in the data active = inhibition above about 22%;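 note: 0% = plate median of test compound wells and 100% = cytotoxic reference compound wells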
# KLF5 inhibitor: KLF5 expression inhibitors, primary screen, DLD-1 cells, luminescence; DLD-1 KLF5 promoter-luciferase reporter; AID 1700, 2009; inhibition, % at 5 µM; hit rate 0.23% among 290,000;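 active = inhibition above a per-plate limit of that plate's mean compound inhibition plus 3 SD, cut at about 60% in these data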;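 note: 0% = DMSO wells and 100% = LY294002 at 200 µM; higher means less KLF5 promoter-driven luciferase light; inactives centre near -14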
# Platelet DG rel: inhibitors of platelet dense granule secretion, primary screen, cell-based, MLPCN, human platelets; inhibition, %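 (compounds screened at 7.5 µM in platelet-rich plasma)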; hit rate 0.22% among 300,000; human platelet-rich plasma, SFLLRN dense granule ATP release, luminescence;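 active = mean replicate score, as percent of positive control, at or above 50; inconclusive = mean below 50 but at least one replicate at or above 50; inactive = mean and every replicate below 50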
# HSF1 activator: HSF-1 activators, primary screen, NIH3T3-HGL cells, MG132 stress, luminescence, single point | NIH3T3-HGL HSF-1 luciferase reporter, 8 h; 100% = twice DMSO control signal | activation, % at 9 µM | hit rate 1.7% among 300,000 | AID 504408, 2011;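 active = mean replicate activation of at least 50% with a set share of replicates each reaching 50%; inconclusive = only one of those two conditions met; inactive = mean below 50% and too few replicates reaching it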;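 note: 0% = median of the neutral control wells and 100% = twice that signal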
# aSyn 5UTR inh: MLPCN primary screen, SNCA 5' untranslated region; inhibition, % (tested at 7.5 µM); hit rate 0.82% among 300,000; AID 1813, 2009; alpha-synuclein 5'UTR reporter, inhibitor activity; in the data active = inhibition above about 60%; inconclusive = no clear call, values can overlap the other calls;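 note: H4 neuroglioblastoma cells stably carrying SNCA 5'UTR luciferase fusion; 0% = DMSO wells and 100% = positive control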
# HIF activator: HIF pathway transcriptional activators, primary screen, cell-based, U2OS HRE-luciferase, luminescence. U2OS HRE-luciferase reporter; normalized: DMSO 0%, desferrioxamine 100%. activation, % at 7.5 µM (by protocol). hit rate 0.32% among 300,000;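 active = mean activation of at least 10% of the iron chelator positive control signal, with at least half of replicates also reaching 10%; inconclusive = mean and replicate majority disagree about reaching 10%; inactive = mean and most replicates under 10%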
# HSF1 inhib: HSF1 inhibitors in luciferase reporter cells, primary screen, cell-based, NIH3T3, luminescence; NIH3T3-HGL HSE-luciferase, MG132-induced, luminescence 8 h; active compounds read low; activity change, negative = inhibition, % at 7.5 µM (by protocol); hit rate 0.77% among 300,000;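 active = more than half of replicate wells show activity change below -50%, luminescence cut by over half; inconclusive = some wells, but at most half, below -50%; inactive = no replicate well below -50%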;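 note: luciferase reports HSF-1 transcriptional activity via heat shock element; 0% = median of DMSO wells and -100% = zero luminescence signal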
# AI-2 QS mod: Vibrio harveyi AI-2 quorum sensing modulators, primary screen, JMH597 strain, luminescence/OD600 ratio. hit rate 0.4% among 300,000. activity change, % at 7.5 µM. Vibrio harveyi JMH597 AI-2 luminescence/OD600 ratio, 9 h; active compounds read low; strain lacks LuxN and CqsS sensors; 0 = neutral-control median; in the data active = activity change below about -75%, passing the limit was not always enough; inconclusive = no clear call, values can overlap the other calls;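 note: luminescence divided by OD600 gain over 9 h not by final OD600 alone; inactives centre near 13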
# SKKanGAS inh: S. pyogenes SKKanGAS growth inhibitors in kanamycin, primary screen, streptokinase expression inhibitor project, SKKanGAS strain, BacTiter-Glo luminescence | inhibition, % at 7.5 µM | hit rate 1.3% among 300,000 | 6 h;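 active = mean replicate score, as percent of positive control median, at least 50; inconclusive = mean below 50 but one replicate at or above 50; inactive = mean and every replicate below 50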;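 note: strain carries kanamycin resistance gene driven by streptokinase promoter and grows in 40 µg/ml kanamycin; loss of luminescence reflects streptokinase promoter inhibition or plain growth inhibition; 0% = median of DMSO wells and 100% = positive control at its reference dose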
# Starred values were filed as active, the others as inactive; u = inconclusive; x = not tested or not shown.
SMILES,HSP90 inh,IEC-6 tox,KLF5 inhibitor,Platelet DG rel,HSF1 activator,aSyn 5UTR inh,HIF activator,HSF1 inhib,AI-2 QS mod,SKKanGAS inh
COc1ccc(-c2c(C#N)c(N)nc(Sc3ccc(Cl)cc3)c2C#N)cc1,4.8,-5.1,-9.5,0.2,4.1,u,-3.2,0.6,22.5,0.0
O=C(c1cc(-c2ccc(Br)cc2)on1)N1CCCC1,6.5,-1.4,-106.5,4.7,45.5,-109.4,2.9,35.5,x,-10.3
COC(=O)c1ccc(/C=N/n2c(C)nc3ccccc3c2=O)cc1,-4.6,-7.7,-54.7,5.0,2.8,-25.3,0.3,5.7,20.4,9.8
Cc1nc2ccccc2n1/N=C/c1ccc([N+](=O)[O-])s1,2.2,-1.3,8.4,-12.7,18.3,-0.3,0.1,7.7,24.0,92.4*
CN(C)C(=O)Cn1c(=O)n(S(=O)(=O)c2ccccc2)c2ccccc21,-4.7,4.9,3.7,-0.3,3.0,-0.2,-2.4,-3.1,13.5,2.8
Cc1cccc(-c2csc(N)c2C(=O)OC(C)C)c1,2.6,3.0,-22.7,5.5,u,8.9,-0.2,33.9,32.1,8.3
COc1cc(C(C[N+](=O)[O-])c2c(-c3ccccc3)cc3ccccn23)cc(OC)c1OC (configuration not stated),3.1,-0.5,-31.1,1.8,28.8,-18.2,-0.6,7.2,-2.6,-1.0
CCN(CC(=O)NCc1ccc(F)cc1)C(=O)c1ccc(C)o1,-0.3,4.0,11.9,0.4,-2.1,-9.2,-0.6,0.3,9.9,0.5
Cc1cc(-c2ccccc2)nc(N(C)NC(=O)C2CC2)c1S(C)(=O)=O,-0.5,-2.8,-8.1,6.0,10.9,22.1,-0.3,0.5,-7.8,37.1
C/C(=N\OCC(=O)Nc1ccc2c(c1)OCCO2)c1ccc2c(c1)OCCO2,4.2,6.9,-16.2,9.7,-1.5,0.4,-0.5,-0.1,9.3,-5.7
Cc1ccccc1-c1nc2cc(NC(=O)C3CC3)ccc2o1,2.3,-1.9,-148.5,-1.1,90.9*,-150.0,3.5,58.8,x,-8.7
Cc1ccc(NS(=O)(=O)c2c(C)[nH]c(=O)[nH]c2=O)cc1F,-1.8,-1.1,-27.1,-5.4,-17.3,-4.9,2.0,-3.1,31.0,1.4
Cc1cc(C)n(CC(C)C(=O)O)n1 (configuration not stated),0.6,-1.5,-19.6,-10.7,-1.0,12.5,-0.7,-6.4,0.2,-10.0
COc1cc2ccccc2cc1C(=O)Nc1nc(C)c(C(C)=O)s1,10.7,8.5,-95.3,-6.8,23.8,-105.6,1.2,20.5,22.7,-5.2
Cc1ccc(OCCN2C(=O)c3ccccc3C2=O)c([N+](=O)[O-])c1,1.4,-1.8,11.3,-3.7,40.1,-14.5,0.5,10.6,4.9,-0.7
CCOC(=O)c1ccc(NC(=O)CSc2nnc(CNc3ccc(OC)cc3)n2C)cc1,-5.2,-1.4,4.4,-1.4,-23.0,-15.2,0.9,-13.1,16.5,6.0
COc1c(F)c(F)c(C(=O)O)c(Nc2ccccc2C)c1F,-4.8,0.4,-5.8,4.2,4.3,13.7,-0.1,-2.2,11.9,-4.0
CCC(=O)NNC(=O)c1c(O)c2ccccc2[nH]c1=O,-1.3,2.0,0.3,-4.5,11.8,-10.1,-0.2,-2.1,6.3,-3.8
COC(=O)NNC(=O)C12CC3CC(CC(C3)C1)C2,-0.9,5.1,-0.9,-14.1,-4.8,-2.3,-0.8,-0.9,11.0,2.7
CCOc1cc(C(c2c(C)[nH][nH]c2=O)c2c(C)[nH][nH]c2=O)ccc1OS(=O)(=O)c1ccc(C)cc1,1.9,3.8,-1.4,8.8,17.2,11.1,0.2,8.5,38.4,-3.0
N#Cc1c(N)nc2c(c1-c1ccncc1)CCCC2,-1.6,7.1,-21.1,-5.4,-1.2,26.9,0.1,-4.3,18.8,8.9
Cc1ccccc1OCC(O)CNC1CCCC1 (configuration not stated),2.5,-4.6,-17.5,-7.0,8.3,26.6,-22.2,4.0,16.9,1.3
Cc1nc(P(=O)(c2ccccc2)c2ccccc2)c(N2CCOCC2)o1,-1.2,4.0,-20.6,-6.8,25.1,9.0,-0.6,8.7,3.1,-3.3
Cc1ccccc1Cn1cccc1/C=C1/C(=N)N2C=CSC2=NC1=O,2.1,0.1,-18.7,-2.6,-2.8,-2.6,-0.5,-3.4,5.9,13.4
COc1cc(CNCCSc2nnnn2C)cc(Br)c1OCc1ccccc1F,0.9,-1.5,-17.8,-2.6,10.2,18.9,-0.2,-3.2,22.4,-16.3
# Further compounds follow:
SMILES,HSP90 inh,IEC-6 tox,KLF5 inhibitor,Platelet DG rel,HSF1 activator,aSyn 5UTR inh,HIF activator,HSF1 inhib,AI-2 QS mod,SKKanGAS inh
CCOC(=O)c1sc2nc(C)nc(SCC(=O)N(C)C3CCS(=O)(=O)C3)c2c1C (configuration not stated),-4.5,0.2,-45.7,1.5,13.7,-18.8,0.0,-7.7,15.7,6.4
CCCN1CCN(S(=O)(=O)c2ccc(-c3cc(C)no3)s2)CC1,1.4,-0.3,-14.8,7.9,7.5,-4.4,-0.1,-3.2,13.7,-0.3
CCCc1c(C(=O)NNc2cc(C(F)(F)F)ccc2Cl)cnn1-c1ccccc1,0.5,2.4,-3.4,10.3,3.2,-20.0,0.0,2.8,22.8,-6.2
O=C(Nc1ccc(Cl)cc1F)C1CCN(S(=O)(=O)c2cccc3nonc23)CC1,-3.0,3.8,-18.7,-6.0,-10.9,-8.1,-29.5,-5.1,54.6,-6.4
Cc1cc(Cl)c(Cl)cc1S(=O)(=O)NCCCn1ccnc1,-8.1,3.3,-32.4,-2.4,7.6,10.4,-0.9,-3.9,13.8,-5.6
O=C(N/N=C/c1ccccc1)c1ccc(N2CCCC2=O)cc1,x,x,x,9.4,-13.9,-23.0,0.9,-22.2,19.3,-1.4
Cc1cc2cc(CN(CC3CCCO3)C(=O)c3cnccn3)c(=O)[nH]c2cc1C (configuration not stated),-0.1,5.5,8.1,1.7,-6.4,4.3,1.4,-8.6,19.0,-4.9
CCC(=O)c1cc2c(cc1NC(=O)C(C)C)OCCO2,-0.2,5.4,-14.9,-41.8,-17.2,21.3,0.3,-3.5,26.2,-9.6
O=C(CSc1nnc(CNC(=O)c2ccco2)o1)Nc1nc2ccccc2s1,-3.0,5.1,-135.6,-4.0,9.6,-12.0,0.6,-2.5,14.8,0.1
O=S(=O)(c1cccc2cccnc12)N1CCN(c2ccc(F)cc2)CC1,1.5,-4.2,-19.9,-3.0,3.6,6.3,0.6,1.4,12.9,12.4
Cc1ccc2c(c1)C1CN(C)CCC1N2C(=O)c1ccc(Cl)c(S(=O)(=O)N2CCOCC2)c1 (configuration not stated),1.8,3.3,-18.7,1.6,44.6,-30.2,4.0,10.0,17.6,6.9
Cc1onc(-c2ccccc2)c1C(=O)OCC(=O)c1ccccc1,2.0,-3.3,-39.4,-23.2,-5.0,-5.9,-0.5,-1.2,25.0,0.8
Cc1cc(C)c2c(Cn3ccnc3)cc(=O)oc2c1,-2.9,0.8,-33.0,11.2,-6.1,18.5,-31.8,-0.5,15.7,-3.3
Nc1nc(SCc2ccc(Cl)c(Cl)c2)n[nH]1,2.5,-4.2,-3.5,-2.5,8.4,0.4,0.0,5.3,6.6,-9.3
O=C(NC1CCN(C(=S)Nc2ccc(Cl)cc2)CC1)c1ccco1,-4.8,-4.0,-23.1,1.1,28.6,-1.5,0.0,6.1,7.8,11.3
COc1ccc(-n2c(=O)[nH]c3cc(C(=O)NCCc4ccc(Cl)cc4)ccc3c2=O)cc1OC,4.9,4.5,-11.1,3.0,-2.3,-7.6,-0.2,6.7,22.1,-6.0
CC(C)C1=NN(C(=O)c2ccccc2)C(O)(C(C)(C)C)C1 (configuration not stated),-3.7,1.7,-23.2,13.7,11.0,-8.4,1.0,10.4,5.3,-2.0
N=c1n(CCOc2ccccc2)c2ccccc2n1CCN1CCOCC1,-0.6,2.1,-17.5,3.3,2.0,6.8,-0.3,-8.5,9.3,-3.1
CCOc1ccc(/C=N/Nc2ccccc2)cc1,-1.3,6.2,-34.3,-4.9,21.3,-75.3,0.7,-2.9,-1.1,-4.2
O=[N+]([O-])c1ccc(N2CCCCCC2)c([N+](=O)[O-])c1,-1.6,5.2,-26.0,-3.1,76.6*,10.6,0.4,19.5,-3.0,6.2
CC(=O)NCC1COc2ccccc2O1 (configuration not stated),2.5,-2.4,-21.8,-4.0,1.3,-0.3,-1.2,10.9,3.3,-16.2
CCSc1ncc(C)cc1[N+](=O)[O-],-1.3,1.0,-28.0,-8.0,-5.5,4.5,-0.7,-10.0,19.6,-15.0
O=C(/C=C/c1ccc(Br)o1)Nc1nccs1,-5.0,-13.4,-176.0,-17.7,83.4*,-149.2,6.6,76.4,12.3,-7.1
O=C(NC1(C(=O)NC2CCCC2)CCCCC1)c1ccc2c(c1)OCO2,2.1,-0.5,-25.3,-0.7,13.4,-5.8,-0.1,-5.4,15.2,-0.9
O=c1c2ccccc2c(=O)n(Cc2ccccc2)n1Cc1ccccc1,-4.9,-3.6,-0.7,-0.8,-0.6,24.6,0.1,0.7,9.1,4.2
# Further results
SMILES,HSP90 inh,IEC-6 tox,KLF5 inhibitor,Platelet DG rel,HSF1 activator,aSyn 5UTR inh,HIF activator,HSF1 inhib,AI-2 QS mod,SKKanGAS inh
O=P(c1ccc2c(c1)OCCO2)(N1CCOCC1)N1CCOCC1,5.0,1.2,-11.1,5.0,-1.9,-0.7,0.2,-2.8,11.0,-4.6
CCN(CC)CCCN(Cc1cc2cc3c(cc2[nH]c1=O)OCCO3)C(=O)Nc1ccc(F)cc1,-0.4,12.8,5.6,3.4,-13.2,-60.2,0.5,-7.6,18.4,1.3
Cc1ccc(CSc2nnc(SCC(=O)N/N=C/c3c[nH]c4ccccc34)s2)cc1,5.6,5.7,-17.1,-0.9,4.2,13.5,-0.2,2.6,24.1,5.6
CCN(CC)c1ccc(S(=O)(=O)N2CCOCC2)cc1NC(=O)CSc1nncs1,x,x,x,0.9,-1.2,7.6,1.7,1.2,15.4,-0.4
CCN(CC(=O)N(CC(C)C)c1c(N)n(CC(C)C)c(=O)[nH]c1=O)Cc1nc2ccccc2c(=O)[nH]1,-0.7,-3.0,2.1,-4.3,8.4,17.8,0.1,-0.1,4.6,-5.5
O=C(Cn1cc(S(=O)(=O)N2CCN(c3ccccc3F)CC2)c2ccccc2c1=O)NCCCN1CCCCCC1,-1.0,-3.8,-40.1,-4.3,18.0,6.4,-0.4,2.5,7.5,-8.1
